Source: PubChem BioAssay
BCLXL inh: blocks human Bcl-xL binding to Bim BH3 peptide | GST-Bcl-xL / FITC-Bim BH3 peptide fluorescence polarization | inhibition, % at 10.9 µM | hit rate 0.7% among 320,000;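 active means inhibition above the mean of all tested compounds plus 3 SD, cutoff set per campaign, cut at about 30% in these data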;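 further: 0% = DMSO wells and 100% = unlabeled Bim-BH3 peptide competitor; inhibitors lower millipolarization by displacing the labeled peptide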
Target sequence (Q07817 whole entry, looked up): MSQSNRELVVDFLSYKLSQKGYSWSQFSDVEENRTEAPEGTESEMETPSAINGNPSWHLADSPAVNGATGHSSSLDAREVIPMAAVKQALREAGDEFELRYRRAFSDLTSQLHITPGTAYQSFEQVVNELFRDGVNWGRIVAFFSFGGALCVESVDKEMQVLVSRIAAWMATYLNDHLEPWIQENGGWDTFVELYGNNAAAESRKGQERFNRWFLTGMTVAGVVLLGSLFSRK
PAD4 inh: inhibitors of human PAD4. hit rate 0.41% among 330,000. inhibition, % at 6.36 µM. Q9UM07. recombinant PAD4, RCA probe fluorescence polarization;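 active means percent inhibition above a cutoff equal to the mean of all tested compounds plus 3 SD, cut at about 15% in these data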;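 further: 0% = PAD4 with RCA probe and DMSO and 100% = probe without PAD4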
GLD-1 TGE inh: GLD-1-TGE RNA interaction inhibition (C. elegans). inhibition, % at 5.96 µM. Q17339. purified GLD-1 + fluorescein TGE RNA, fluorescence polarization. hit rate 0.44% among 320,000;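 active means percent inhibition above a per-plate cutoff, the plate mean of test compounds plus 3 SD, cut at about 30% in these data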;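 further: 0% = DMSO wells with GLD-1 and probe and 100% = wells lacking GLD-1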
GSTO1 inh: GSTO1 inhibition, counter-screen for RBBP9 inhibitors; recombinant GSTO1, activity-based probe fluorescence polarization; inhibition, % at 5.96 µM; hit rate 1.1% among 300,000; P78417;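 active means inhibition above the campaign mean inhibition plus 3 SD, cut at about 35% in these data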;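 further: 0% = GSTO1-1 with DMSO and 100% = wells lacking GSTO1-1 enzyme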
Target sequence (P78417 whole entry, looked up): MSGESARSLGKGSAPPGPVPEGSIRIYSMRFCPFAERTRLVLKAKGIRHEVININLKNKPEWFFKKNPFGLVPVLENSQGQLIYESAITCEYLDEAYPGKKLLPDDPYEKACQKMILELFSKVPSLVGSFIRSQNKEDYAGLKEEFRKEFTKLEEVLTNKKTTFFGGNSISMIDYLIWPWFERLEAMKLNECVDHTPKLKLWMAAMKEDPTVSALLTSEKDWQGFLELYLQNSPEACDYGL
Fam108B counter: Fam108B inhibition, counter-screen for RBBP9 inhibitors; recombinant Fam108B, FP-Rh probe fluorescence polarization; inhibition, % at 9.51 µM; hit rate 0.33% among 300,000; AID 1947;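 active means inhibition above the screen mean inhibition plus 3 SD, computed separately per campaign, cut at about 18% in these data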;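 further: inhibitors lower polarization as less probe binds the enzyme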
PME-1 inh: PME-1 (human) inhibition. Q9Y570. recombinant PME-1, FP-Rh probe fluorescence polarization. inhibition, % at 5.9 µM. hit rate 0.53% among 320,000;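 active means inhibition above the campaign mean of all compounds plus 3 SD, cut at about 26% in these data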;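 further: competitive labeling of PME-1 active site by serine hydrolase directed probe; 0% = PME-1 with DMSO and 100% = wells lacking PME-1 enzyme; inhibitors block probe labeling so polarization falls and inhibition rises; many of its hits are not listed in these tables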
MCL1-BIM inh: inhibitors of human MCL1 binding to BIM-BH3 peptide | hit rate 0.68% among 320,000 | Q07820 | inhibition, % at 10.9 µM | GST-MCL1 / FITC-Bim-BH3 fluorescence polarization;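 active means inhibition above the mean inhibition of all tested compounds plus 3 SD, set per campaign, cut at about 40% in these data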;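 further: 0% = DMSO wells and 100% = unlabeled Bim-BH3 peptide control; higher means more loss of mP so more displacement of Bim peptide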
TPT1 inh: inhibitors of Candida albicans tRNA 2'-phosphotransferase TPT1 | recombinant caTPT1, FP RNA substrate dephosphorylation | inhibition, % at 5 µM | hit rate 0.81% among 300,000 | AID 1962;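 active means inhibition above the mean of all tested compounds plus 3 SD, set per screening campaign, cut at about 24% in these data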;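 further: plate controls were DMSO alone for no effect and ferristatin control at 100 nM for full effect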
MEX-5 binding: C. elegans MEX-5 TCR-2 RNA binding activity; AID 1832; Q9XUB2; hit rate 0.38% among 300,000; MEX-5/FITC-TCR2 RNA binding, fluorescence polarization; active compounds read low; activity score (negative = inhibition of binding), % at 10 µM;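 active means inhibition past about -25% in most replicates, and total fluorescence under double the plate's negative control median, limit read from the data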;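 further: 0% = DMSO and -100% = 5 µM competing unlabeled TCR2 RNA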
Target sequence (Q9XUB2 whole entry, looked up): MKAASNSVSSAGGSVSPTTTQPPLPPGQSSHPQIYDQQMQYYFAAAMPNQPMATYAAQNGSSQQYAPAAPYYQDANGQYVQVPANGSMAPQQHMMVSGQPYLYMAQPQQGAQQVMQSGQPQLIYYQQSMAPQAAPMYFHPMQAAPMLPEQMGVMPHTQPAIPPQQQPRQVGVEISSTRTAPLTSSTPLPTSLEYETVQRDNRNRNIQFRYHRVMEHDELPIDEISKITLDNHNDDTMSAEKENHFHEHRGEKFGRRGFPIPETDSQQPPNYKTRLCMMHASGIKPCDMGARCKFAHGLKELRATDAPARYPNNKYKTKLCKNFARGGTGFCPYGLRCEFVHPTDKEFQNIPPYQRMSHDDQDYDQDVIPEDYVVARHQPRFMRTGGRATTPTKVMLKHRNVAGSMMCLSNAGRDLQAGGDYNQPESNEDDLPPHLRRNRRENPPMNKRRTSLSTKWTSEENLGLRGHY
* marks the source's active call; other numbers are inactive results; . = no result given. This is a subset (hit frequency here may not be typical).

smiles,BCLXL inh,PAD4 inh,GLD-1 TGE inh,GSTO1 inh,Fam108B counter,PME-1 inh,MCL1-BIM inh,TPT1 inh,MEX-5 binding
COc1cc2c(cc1NC(=O)CN(C)Cc1nc3ccccc3c(=O)[nH]1)oc1ccccc12,3,3,-3,2,4,-8,10,-3,0.6
Cc1ccccc1NC(=O)NCCCN1CCN(C)CC1,4,0,2,2,0,-5,-5,5,-3.2
C[C@H](NC(=O)c1nc[nH]c1C(=O)N1CCNCC1)C(=O)OCc1ccccc1,0,0,3,-5,0,0,-3,-2,20
COc1ccc(CCNS(=O)(=O)c2cccc([N+](=O)[O-])c2)cc1,5,-1,4,-2,0,4,10,0,1.0
CC(NC(=O)C1CCCCC1)C(c1cccs1)N1CCN(C)CC1 (configuration not stated),2,-1,-3,1,5,-6,2,-4,-1.1
Cc1occc1C(=O)N1CCN(c2ccccc2)CC1,6,-1,4,-4,-4,-2,8,1,1.0
CCCCOc1ccc(S(=O)(=O)NCc2csc(C)n2)cc1,2,-3,3,2,-4,0,4,-1,-0.1
O=C(Nc1ccc(N2CCOCC2)cc1)C1CC(=O)N(c2ccc(F)cc2)C1 (configuration not stated),-1,-2,-5,3,1,3,-1,3,-2.1
O=C(Nc1ccncc1)c1cccc(F)c1,3,-1,-1,7,-3,2,6,-3,3.0
O=C(c1ccc(S(=O)(=O)N2CCCC2)cc1)N1CCN(c2ccccc2F)CC1,4,-2,1,-4,0,5,2,0,-0.6
Cc1onc(-c2ccccc2Cl)c1C(=O)N1CCCC1,5,3,9,5,8,0,1,-2,1.9
O=C(OCCCOC(=O)c1ccccc1O)c1ccccc1O,4,-3,-1,-1,2,-1,3,-4,1.3
CCOC(=O)C1=C(C)OC(N)=C(C#N)C1c1c(C)nn(-c2ccccc2)c1Cl (configuration not stated),1,-3,-6,-3,5,0,-1,6,-1.9
CCOC(=O)N1CCc2c(sc3nc4n(c(=O)c23)N=C(C)CS4)C1,2,2,2,4,16,2,25,-5,0.8
O=C(COc1ccccc1)NS(=O)(=O)c1ccccc1,-1,0,4,4,-2,-5,0,-4,0.9
Cc1ccc(NS(=O)(=O)c2cc(-c3cc(C)no3)ccc2C(C)C)nc1,14,2,0,1,2,0,7,0,2.1
O=C(Nc1ccc(F)cc1)c1cccc2c1C(=O)N(CC1CCCO1)C2 (configuration not stated),-1,5,4,1,-3,3,-6,5,-2.0
COc1ccc(CNC(=O)CN(C(=O)CCC(=O)Nc2ccccn2)c2ccc3c(c2)OCO3)cc1,7,3,6,11,0,0,8,0,1.1
CN(CC(=O)NCc1ccco1)S(=O)(=O)c1ccc(F)cc1,2,-2,9,2,-2,4,-2,3,-0.3
O=S(=O)(Nc1ccc(S(=O)(=O)N2CCOCC2)cc1)c1ccccc1,-2,3,7,3,-1,-2,-10,3,-1.5
CC(=O)Nc1ccc2nc(-c3ccncc3)[nH]c2c1,4,0,0,-8,6,4,8,-2,-3.2
O=C(Nc1ccccc1)c1cc2ccc3ccccc3c2s1,1,3,4,-11,-14,-31,0,-3,3.1
CCN(CC)c1ccc(NC(=O)CN2CCN(S(=O)(=O)c3cc(Cl)ccc3OC)CC2)cc1,-2,6,1,5,3,3,5,-1,-2.6
COc1ccc(OCC(=O)NC(=S)Nc2ccc(S(=O)(=O)Nc3cc(C)on3)cc2)cc1,5,1,-2,-2,2,3,5,1,-2.5
Cc1ccc([N+](=O)[O-])c2c1C(N1CCCCC1)C(C)(C)O2 (configuration not stated),4,-3,3,0,-2,3,12,0,0.4
CN(C(=O)COC(=O)c1cnc(Cl)c(Cl)c1)C1CCS(=O)(=O)C1 (configuration not stated),1,5,8,2,-2,-1,-1,-1,0.0
Cc1cc(C)cc(OC(C)C(=O)Nc2ccccc2C(=O)NCc2cccnc2)c1 (configuration not stated),-3,10,6,-6,-1,8,-4,1,-0.4
O=C(CC1C(=O)NCCN1Cc1cccc(Oc2ccccc2)c1)NCCc1cscn1 (configuration not stated),14,0,3,-1,2,2,16,-4,-0.9
Cc1ccc(NC(=O)c2ccccc2F)c(NC(=O)c2ccccc2F)c1,3,3,-2,-8,0,2,-3,3,-0.8
Cc1ccc(S(=O)(=O)Nc2nsc(N)n2)cc1,0,2,3,-6,0,-4,-2,1,-2.4
CC(C)CNc1ncnc2c1sc1nc(N3CCOCC3)c3c(c12)CC(C)(C)OC3,4,0,-4,7,-2,-3,4,0,-0.2
COc1ccc(N2CCN(S(=O)(=O)Cc3ccccc3)CC2)cc1,2,-1,0,6,-5,-2,1,0,1.8
O=C(C1CCCN(S(=O)(=O)c2cccc3nsnc23)C1)N1CCCCCC1 (configuration not stated),-3,-2,9,-1,1,3,-3,4,-9.8
CCOC(=O)c1sc(-c2ccccc2)cc1NC(=O)Nc1ccccc1,0,-1,8,-20,-46,-72,0,0,-1.1
O=C(COC(=O)c1ccc(F)cc1Cl)NC1CCS(=O)(=O)C1 (configuration not stated),3,1,0,.,.,-1,4,.,.
O=C(CN(Cc1ccccc1)S(=O)(=O)c1cccc(C(F)(F)F)c1)NC1CCCCC1,-3,-1,3,2,0,-5,-8,-1,.
Cc1ccc(-c2nc3ccccc3c(=O)n2-c2c(C)n(C)n(-c3ccccc3)c2=O)cc1,5,3,1,4,0,1,7,1,-0.5
COCC1CCN(C(=O)C2CCC(=O)N(Cc3cccc(F)c3)C2)CC1 (configuration not stated),4,0,3,1,-2,1,3,0,0.6
CC(=O)c1ccc(S(=O)(=O)NCc2nnnn2-c2ccccc2)cc1,4,8,-6,-1,3,-2,6,-1,0.0
COc1ccccc1OCCC(=O)Nc1cccc(S(=O)(=O)N2CCCCC2)c1,-1,2,4,3,2,0,-1,-3,0.1
COc1ccccc1OCc1cc(C(=O)NCCN2CCCC(O)C2)no1 (configuration not stated),3,-2,-3,-2,3,7,7,0,1.5
CCOC(=O)C(C(=O)OCC)N(C#N)c1nc(N(C)C)nc(N(C)C)n1,5,0,4,-2,-4,0,-3,2,-1.2
CCn1c(CNc2ccc(Cl)cc2)nnc1SCc1ccccc1,7,1,3,8,0,2,1,-2,-0.2
Oc1ccc(Br)cc1C=Nc1ccc2c3c(cccc13)CC2,14,12,-36,-10,6,0,-7,7,1.7
CNC(=S)NNC(=O)c1sccc1C,-2,-3,7,2,0,-5,-5,1,-2.8
CCOC(=O)C1=C(CSc2nncn2C)NC(=O)NC1c1cc(OCC)ccc1OCC (configuration not stated),4,-2,6,5,1,2,0,0,1.7
CN1C(C(=O)NCc2ccccc2)CC2Cn3c(nc4cc5ccccc5cc43)C21 (configuration not stated),-1,-8,-3,6,-3,4,-6,2,1.1
CCC(=O)Nc1nnc(SCC(=O)NCCc2ccc(OC)c(OC)c2)s1,5,0,0,10,8,1,5,-3,3.4
COc1cc(CCC(=O)OCC(=O)Nc2c(C)cc(C)cc2C)cc(OC)c1OC,5,4,-3,-4,-1,5,1,-1,-0.3
O=C(COC(=O)CNS(=O)(=O)/C=C/c1ccccc1)Nc1cc(S(=O)(=O)N2CCCCC2)ccc1Cl,3,-2,3,4,2,1,-7,-1,-1.9
COc1cccc(NC(=O)CSc2ncnc3c2cnn3Cc2ccccc2)c1,6,3,6,-3,-1,8,5,2,0.7
COc1ccccc1NS(=O)(=O)c1ccc(Cl)c(NC(=O)CN2C(=O)c3ccccc3C2=O)c1,3,-1,3,3,4,25,4,-1,1.6
COc1cc(/C=C/C(=O)OCC(=O)NCc2ccccc2OC)ccc1O,5,1,5,0,4,19,0,-1,1.1
Cc1c(CCO)c(=O)[nH]n1C(=O)c1c(F)cccc1F,6,0,3,7,-5,4,-6,-3,1.9
Cc1cc(N2CCN(C)CC2)nc2ccc(NC(=O)CCC3CCCC3)cc12,5,2,-3,-5,-3,5,7,-2,0.8
COC(=O)c1ccncc1C(=O)Nc1ccc(OC)cc1,1,-6,1,-3,-5,-4,3,1,-0.6
CCOc1ccc(NC(=O)CSc2nnc(Cc3csc(C)n3)o2)cc1,3,-1,4,-9,6,2,6,-5,-2.2
Cc1c(N=C2NC(=O)/C(=C/c3ccc(O)cc3)S2)c(=O)n(-c2ccccc2)n1C,-2,-1,-15,3,3,7,-8,4,2.1
Cc1cccc(C(=O)OCC(=O)NNC(=O)c2cccs2)c1O,4,-3,-4,11,2,5,-1,-3,0.4
CCN(CC)S(=O)(=O)c1ccc(Nc2nc3ccccc3n3nnnc23)cc1,5,-9,2,-35,26*,10,-8,14,4.4

Remaining list, next part
smiles,BCLXL inh,PAD4 inh,GLD-1 TGE inh,GSTO1 inh,Fam108B counter,PME-1 inh,MCL1-BIM inh,TPT1 inh,MEX-5 binding
Cc1ccc(NC(=O)n2ncc3c(C)cccc32)cc1F,3,0,12,2,2,-5,-1,1,-0.4
COc1ccc(C2C(C(=O)OCC(=O)N3CCCCC3)CCC(=O)N2c2ccc(OC)cc2)cc1 (configuration not stated),-7,-1,-5,11,-1,2,-18,-2,-1.4
COc1cccc(CN2CCN(C(=O)c3cc(-c4ccccn4)nc4ccc(Cl)cc34)CC2)c1,11,-2,7,2,-4,3,13,5,2.5
O=S(=O)(NCC1CCCO1)c1ccc(S(=O)(=O)N2CCc3ccccc3C2)cc1 (configuration not stated),4,-4,-2,4,1,7,6,1,-1.9
O=C(NCCCNC(=O)c1ccc(-c2cccc(Cl)c2)o1)c1cnccn1,6,-10,2,-3,2,2,3,-4,1.1
c1ccc(Nc2nc(-c3ccccc3)ns2)cc1,0,-4,4,0,-4,-3,0,-2,0.2
CCOc1ccc(NC(=O)C2CCN(C(=O)N3CCOc4ccccc43)CC2)cc1,0,3,7,0,-4,0,-1,-4,-4.1
CCCn1c(=O)c2ccccc2n2c(SC(C)C(N)=O)nnc12 (configuration not stated),7,2,1,2,-2,-4,3,1,-0.4
Clc1ccc(SCc2cn3cccnc3n2)cc1,9,0,8,9,-1,1,2,-3,4.1
O=C(O)C1Cc2ccccc2CN1S(=O)(=O)c1ccc2ccccc2c1 (configuration not stated),6,4,-1,3,3,-1,4,4,-1.1
COc1ccc(N/N=C(C)/C(=N/O)C(=O)Nc2ccccc2)cc1,9,-3,-2,40*,-1,0,5,-2,2.6
Clc1ccccc1OCCN1CCC(Cc2ccccc2)CC1,0,-3,0,-9,2,-2,-4,0,-0.9
COCCSc1ccccc1C(=O)Nc1ccccc1C#N,8,2,5,3,-1,-4,4,-2,-1.4
NCCCNc1ccc([N+](=O)[O-])cc1C(F)(F)F,-2,0,4,4,0,2,0,-1,-1.5
CCOC(=O)c1cc(=O)c2ccc(OCC(=O)Nc3ccccc3)cc2o1,-2,-9,3,-7,-3,5,11,-1,0.5
COc1cccc2c1C(=O)c1ccc3ccccc3c1C2=O,1,-3,4,10,6,5,2,-8,0.5
Clc1ccccc1-c1nnn(Cc2ccc(-c3nn[nH]n3)cc2)n1,9,-3,1,-16,4,-6,2,3,-1.3
COc1ccc(Br)cc1/C=c1\sc2nc(-c3ccco3)nn2c1=O,40*,-18,-18,-15,-6,-17,80*,23,1.7
